Growth percent in the NCI-60 one-dose screen (48 h, 10 µM unless noted): 100 = growth as untreated, 0 = no growth, -100 = all killed.
NCI-H226: NCI-H226 lung cancer. actives 3.5% (n = 79,000). AID 1794732
IGROV1: IGROV1 ovarian cancer; actives 4.7% (n = 79,000); AID 1794786
NCI-H322M: NCI-H322M lung cancer. actives 2.7% (n = 80,000). AID 1794733
NCI-H522: NCI-H522 lung cancer | actives 8% (n = 78,000) | AID 1794739
NCI-H23: NCI-H23 lung cancer | actives 4% (n = 80,000) | AID 1794731
SK-OV-3: SK-OV-3 ovarian cancer cells | AID 1794785 | actives 3.2% (n = 80,000)
NCI/ADR-RES: NCI/ADR-RES ovarian cells. actives 4.4% (n = 81,000)
NCI-H460: NCI-H460 lung cancer; actives 6.8% (n = 82,000); AID 1794736
OVCAR-4: OVCAR-4 ovarian cancer cells; actives 3.7% (n = 80,000)
* hit, by the source's call; · = not tested or not shown; & = joins results of further samples. Rule for the calls: active = growth percent below 10; inactive = the rest.

Start of the data: the first 2 records as a preview:
SMILES	NCI-H226	IGROV1	NCI-H322M	NCI-H522	NCI-H23	SK-OV-3	NCI/ADR-RES	NCI-H460	OVCAR-4
Nc1nc(Cl)nc2c1ncn2C1OCC(O)C(O)C1O (stereo unspecified)	105.7	125.6	100.2	103.3	107.7	106.6	109.1	116.4	120.8
Cc1ccc(-c2c3c(nc4ncn5ncnc5c24)C(C)CCC3)cc1 (stereo unspecified)	104.3	91.1	133.1	92.5	101.5	107.4	108.6	110.7	112.4

All compounds of this part, previewed entries included:
SMILES	NCI-H226	IGROV1	NCI-H322M	NCI-H522	NCI-H23	SK-OV-3	NCI/ADR-RES	NCI-H460	OVCAR-4
Nc1nc(Cl)nc2c1ncn2C1OCC(O)C(O)C1O (stereo unspecified)	105.7	125.6	100.2	103.3	107.7	106.6	109.1	116.4	120.8
Cc1ccc(-c2c3c(nc4ncn5ncnc5c24)C(C)CCC3)cc1 (stereo unspecified)	104.3	91.1	133.1	92.5	101.5	107.4	108.6	110.7	112.4
COc1ccccc1CCC(=O)O	107.9	99.7	92.3	85.0	100.8	92.4	98.2	108.4	111.2
Cc1ccc(C)c(S(=O)(=O)c2ccccc2)c1	97.9&93.0	104.9&107.0	82.6&101.1	102.6&84.3	92.1&103.6	103.8&108.6	100.0&103.9	98.2&109.7	104.9
O=C(O)c1cnc2ccc(Cl)cc2n1	97.7	115.5	104.0	97.7	104.8	108.6	107.5	107.3	119.8
CC[C@H](Nc1ncnc2nc[nH]c12)c1nc2cccc(CNCc3ccc(C(=O)NO)cc3)c2c(=O)n1-c1ccccc1	108.3	108.6	91.9	84.2	90.7	96.6	103.5	112.4	108.5
COc1ccc(C2=NN(C(=O)c3ccc(S(C)(=O)=O)cc3)C(c3ccccc3)C2)c(OC)c1 (stereo unspecified)	86.5	107.4	90.5	79.9	103.5	103.0	108.8	107.1	88.2
Nc1nc(-c2c(Cl)cccc2Cl)cc(-c2cc3cc(Br)ccc3oc2=O)n1	91.8	·	84.6	99.5	95.2	89.3	98.0	85.6	·
COC(=O)c1ccccc1N=NC(C#N)C#N	109.6	106.2	108.2	97.6	100.2	109.7	109.1	105.1	118.6
C[C@@H](Oc1cc(-c2cnn(C3CC4(CCNCC4)C3)c2)cnc1N)c1c(F)ccc(Cl)c1Cl	65.5	47.7	44.4	-0.3*	·	62.6	61.5	-11.7*	40.7
NC(=O)c1cnccn1	89.3	112.0	104.4	111.3	99.6	116.1	94.5	114.3	117.1
CCOC(=O)[C@@H]1C2CCC(CC2)[C@@H]1C(=O)OCC	102.5	109.8	130.3	·	102.2	107.0	109.6	107.7	116.0
CCCCCCCCCCCCCc1nc(-c2cc(OC)c(OC)c(OC)c2)no1	96.7	99.1	105.5	89.8	95.8	101.7	102.5	102.0	100.0
Cc1ccccc1N=C(N)N=C(N)N	97.3	116.5	113.4	106.9	104.9	109.0	112.9	112.3	113.4
C/C(N)=C(\C#N)C(=O)c1ccccc1	98.0	101.3	106.9	96.6	104.1	99.5	105.3	103.1	104.2
Cn1ccnc1C(=O)/C=C/c1ccc(NC(=O)Nc2ccccc2)cc1	35.9	19.2	28.8	11.9	·	13.3	22.2	-56.7*	42.7
COc1cccc(-c2cc(-c3ccc(Nc4nc(Nc5ccc(F)cc5)nc(Nc5ccc(F)cc5)n4)cc3)nc(N)c2C#N)c1	102.3	91.3	96.4	93.5	104.8	104.9	87.7	93.8	113.7
O=C(N[C@@H](c1ccccc1)[C@H](N=Cc1ccccc1)c1ccccc1)c1ccccc1	94.2	99.3	111.7	81.3	101.2	105.9	98.8	105.1	119.4
O=C1OC(O)c2cccc3cccc1c23 (stereo unspecified)	109.8	111.1&112.8	102.5&111.4	97.2&89.0	101.2&99.2	110.7&109.3	105.9&100.3	103.4&105.5	92.8
Clc1ccccc1C(Sc1nc2ccccc2s1)Sc1nc2ccccc2s1	88.8	86.4	98.2	78.9	88.6	94.7	98.1	104.1	105.7
O=S(=O)(Nc1cc(Sc2nc3ccccc3s2)c(O)c2ccccc12)c1ccc2ccccc2c1	94.1	100.8	94.9	83.0	76.3	101.1	86.1	99.7	77.8
Cc1ccc2ccccc2c1CSC#N	87.2	100.5	101.3	94.7	98.8	95.1	102.3	108.2	88.6
CC(=O)CC(=O)Nc1nccs1	107.6	121.9	124.3	85.9	105.3	100.8	99.8	114.0	119.6
O=C/C=C\c1ccc2c(c1)OCO2	97.3	108.3	105.0	68.7	94.3	97.7	101.4	108.0	97.9
O=c1ccc(Cl)n[nH]1	109.7	127.1	106.2	102.9	114.9	95.9	128.0	113.7	153.0

Other records follow:
SMILES	NCI-H226	IGROV1	NCI-H322M	NCI-H522	NCI-H23	SK-OV-3	NCI/ADR-RES	NCI-H460	OVCAR-4
Cc1cc(=O)[nH]c2c1sc(=O)n2CCC(=O)Nc1ccccc1	83.5	100.9	104.1	83.6	91.2	103.9	103.0	101.3	95.2
Cn1c2ccccc2c2c3c(c4c5ccccc5ccc4c21)C(=O)N(O)C3=O	50.3	46.2	68.6	50.6	78.3	96.6	80.5	38.0	67.1
C[N+](C)(C)CC(=O)N/N=C\c1ccccc1[N+](=O)[O-]	97.8	112.6	114.4	91.7	103.4	107.8	99.0	113.6	·
O=C(Nc1ccccc1)c1ccc(-n2c(=O)[nH]c3ccccc3c2=O)cc1	101.3	106.0	106.8	54.0	94.4	96.7	96.4	106.2	104.8
COC(=O)C1(CC(=O)CC(=O)CC2(C(=O)OC)NC(=S)NC(=O)C2C#N)NC(=S)NC(=O)C1C#N (stereo unspecified)	114.2	112.8	109.0	97.4	106.8	108.1	108.0	113.6	107.5
COc1ccc(-c2onc(NC(C)=O)c2-c2ccc(OC)cc2)cc1	91.4	119.4	121.8	85.0	108.7	101.0	103.0	108.1	98.3
COc1ccc2c(c1)CC=C1[C@@H]2CC[C@]2(C)C(=O)/C(=N/O)C[C@@H]12	87.6	·	·	102.4	101.6	115.9	90.3	100.8	·
COc1cc(-c2nc3ccc(C(=O)c4ccccc4)cc3[nH]2)ccc1OCC(=O)N=Nc1c(O)[nH]c2ccccc12	97.8	100.2	98.8	89.4	96.5	103.5	103.1	104.2	101.2
O=C(Nc1ncc(Cc2ccc(Br)cc2)s1)C1=NCCCCN1	105.4	113.4	98.4	10.2	93.6	104.5	102.1	105.2	97.1
CCC(CC)C[N+](C)(C)C	91.2	103.0	108.8	105.3	106.5	120.0	109.3	107.3	112.8
O=C(/C=C/c1ccc(N2CCOCC2)cc1)c1cc2ccccc2oc1=O	95.8	71.7	90.5	85.6	88.8	97.8	96.6	100.1	97.1
CNCCCNCCCCNCCCN1C(=O)c2ccc3c4c(ccc(c24)C1=O)C(=O)N(CCCNCc1ccccc1OC)C3=O	35.7	12.7	22.8	31.3	24.9	54.4	43.4	13.5	-10.8*
CCCCCCCCC1OC1CCCCCCCC(=O)O (stereo unspecified)	92.0	·	101.5	97.7	100.1	95.3	103.6	99.1	115.4
COc1cc2c(cc1OC)C(=O)OC2	93.4	·	115.6	111.0	117.9	124.4	119.3	109.5	108.3
CC(C)=CCC[C@](C)(O)[C@H]1CC[C@]2(C)[C@@H]1CC[C@@H]1[C@@]3(C)CC[C@H](N)C(C)(C)[C@@H]3CC[C@]12C	93.1	93.3	110.9	96.8	76.5	104.2	88.9	27.4	97.5
COc1ccccc1-c1ccc2cnc3sc(-c4ccccc4)nc3c2n1	78.7	97.5	103.7	60.6	88.3	88.4	81.1	78.7	82.6
Cc1c2c(c(C)c3c1oc1cc(O)ccc13)C(=O)N(CCN1CCOCC1)C2=O	87.6	96.1	83.4	81.2	86.4	110.8	87.8	83.5	102.4
CC1=NC(=S)NC(c2ccccc2)/C1=C1/CC(c2ccc(Cl)cc2)ON1 (stereo unspecified)	96.5	109.0	101.6	100.3	104.8	120.7	104.6	102.7	96.8
C=CCn1c(SCC(=O)Nc2ccc(C(=O)/C=C/c3ccc(OC)cc3)cc2)nnc1-c1ccc(Cl)cc1	95.8	89.3	94.2	72.9	92.2	106.8	87.4	104.0	90.4
CN1C(=O)CNC(=O)[C@H](NC(=O)Cc2nc3ccccc3cc2O)CSSC[C@H]1C(=O)NCCCCc1nc2ccccc2cc1O	102.0	·	107.4	83.9	102.0	95.9	102.0	104.0	121.7
O=C1/C(=C\c2coc3ccc(Br)cc3c2=O)c2ccccc2N1c1c(Cl)cccc1Cl	·	80.5	123.7	87.8	99.0	111.7	74.6	53.8	88.2
CN=C(NC)c1ccc(CN2CCN(Cc3ccc(C(=NC)NC)cc3)CC2)cc1	100.5	104.6	103.2	72.4	103.1	101.7	102.5	105.4	109.0
CN1C(=O)/C(=C/c2nc(-c3ccccc3)n3ccccc23)c2ccccc21	90.2	64.8	77.8	71.4	81.1	97.5	64.2	78.6	83.5
S=c1[nH]nc2ccc3ccccc3n12	96.4	101.8	96.6	·	99.1	116.8	103.8	100.4	91.9
Cc1cnc(C=O)c2cccc([N+](=O)[O-])c12	77.7	95.9	103.0	96.0	98.7	99.6	·	105.8	82.1

Compound profiles (already shown). Order of values: NCI-H226, IGROV1, NCI-H322M, NCI-H522, NCI-H23, SK-OV-3, NCI/ADR-RES, NCI-H460, OVCAR-4
Shown for COc1cc(-c2nc3ccc(C(=O)c4ccccc4)cc3[nH]2)ccc1OCC(=O)N=Nc1c(O)[nH]c2ccccc12 → 97.8, 100.2, 98.8, 89.4, 96.5, 103.5, 103.1, 104.2, 101.2
Shown for COc1ccc2c(c1)CC=C1[C@@H]2CC[C@]2(C)C(=O)/C(=N/O)C[C@@H]12 → 87.6, ·, ·, 102.4, 101.6, 115.9, 90.3, 100.8, ·
Shown for O=C(Nc1ccccc1)c1ccc(-n2c(=O)[nH]c3ccccc3c2=O)cc1 → 101.3, 106.0, 106.8, 54.0, 94.4, 96.7, 96.4, 106.2, 104.8
Shown for C[N+](C)(C)CC(=O)N/N=C\c1ccccc1[N+](=O)[O-] → 97.8, 112.6, 114.4, 91.7, 103.4, 107.8, 99.0, 113.6, ·

Next results.
SMILES	NCI-H226	IGROV1	NCI-H322M	NCI-H522	NCI-H23	SK-OV-3	NCI/ADR-RES	NCI-H460	OVCAR-4
O=C1OS(=O)(=O)Nc2ccccc21	114.5	150.8	141.9	101.3	104.5	110.7	104.3	108.3	115.8
CNc1ccn(C2CCCO2)c(=O)n1 (stereo unspecified)	102.6	110.5	82.7	98.0	95.8	108.1	92.7	106.0	100.5
CC(=O)Nc1cccc(-c2[nH]c3ccccc3c2/C=N/NC(N)=O)c1	80.2	89.9	97.3	93.9	91.2	95.9	94.8	101.3	114.7
CC/C(Cc1ccc(O)cc1)=N\N=C(N)N	105.5	106.0	114.1	102.7	114.5	106.4	108.9	116.3	89.0
Nc1ccccc1C(=O)NO	97.9	115.7	120.2	90.4	110.6	96.7	102.8	110.1	115.0
Oc1ccccc1C=Nc1ccc(N2CCN(C(c3ccccc3)c3ccccc3)CC2)cc1	115.0	93.5	103.2	87.4	99.1	78.2	101.2	106.1	91.6
CCOc1ccc2nc(NC(=O)CSc3nnc(-c4cccnc4Nc4cc(OC)c(OC)c(OC)c4)n3CC)sc2c1	94.3	102.7	102.4	91.6	98.9	115.1	96.7	114.5	95.8
CSc1ccc(/C(=N/N=C(N)N)c2ccc(F)cc2)cc1	0.2*	39.9	67.5	8.5*	-36.7*	45.3	4.1*	6.4*	57.0
COc1cc(-c2cccc(C(=O)/C=C/c3c(Cl)nc4sc(C)nn34)n2)cc(OC)c1OC	93.6	86.3	91.4	37.8	92.3	94.8	76.3	96.8	80.5
CC1(C)CC(=O)C2=C(C1)OC1=C(C(=O)CC(C)(C)C1)C2c1ccccc1Cl	·	95.6	90.0	81.9	103.7	85.1	94.0	107.6	98.2
O=C(N/N=C/c1ccncc1)c1cc(O)c(O)c(O)c1	101.0	98.4	84.1	79.5	96.1	95.7	103.1	105.5	107.9
COc1ccc(-c2nc3ccc(-c4nnc(SCc5ccccc5)o4)cc3[nH]2)cc1OC	-26.7*	42.8	46.7	51.9	38.8	62.9	7.2*	-6.2*	-45.4*
COc1ccc(/C=C2\C(=O)N=C3N2NC(C)=CN3c2ccccc2)cc1	87.2	96.9	105.0	99.3	100.7	108.6	103.0	106.4	100.7
NC(N)=N/N=C(/c1ccccc1)c1ccc2nc(-c3ccc(O)cc3)[nH]c2c1	92.7	96.2	105.1	87.9	99.4	102.9	99.3	102.2	87.5
COc1ccc(C(=O)C(O)c2ccc(OC)cc2)cc1 (stereo unspecified)	96.2&92.5	109.9&101.5	102.1&96.6	102.2&102.1	92.7&98.4	101.5&106.4	101.8&102.2	104.9&103.7	101.9&103.0
Oc1[nH]c2cc(Cl)ccc2c1/C=c1/cc2c(c(-c3ccc(C(F)(F)F)cc3)n1)=Nc1ccccc1-2	81.5	86.5	89.5	88.4	91.0	102.4	106.7	81.0	86.7
O=C1Nc2ccc(Cl)cc2/C1=C/c1ccc(OCc2ccc(F)cc2)cc1	96.4	100.0	95.7	90.4	92.5	100.9	80.5	97.7	97.5
O=C(c1ccc2ccccc2c1)c1ccccc1Cc1cccc(C(F)(F)F)c1	92.1	93.6	94.5	80.5	101.1	110.2	102.0	99.5	96.7
CCOC(=O)CSc1ccccc1	101.9	·	100.9	88.7	109.2	93.9	104.2	101.4	105.9
Cc1c(Br)cc([N+](=O)[O-])c(C)c1[N+](=O)[O-]	103.9	113.2	103.2	93.9	100.7	114.3	109.1	110.9	99.2

Only SK-OV-3, for some of the entries so far:
structure | SK-OV-3
Oc1[nH]c2cc(Cl)ccc2c1/C=c1/cc2c(c(-c3ccc(C(F)(F)F)cc3)n1)=Nc1ccccc1-2 | 102.4
O=C1Nc2ccc(Cl)cc2/C1=C/c1ccc(OCc2ccc(F)cc2)cc1 | 100.9
O=C(c1ccc2ccccc2c1)c1ccccc1Cc1cccc(C(F)(F)F)c1 | 110.2
CCOC(=O)CSc1ccccc1 | 93.9
Cc1c(Br)cc([N+](=O)[O-])c(C)c1[N+](=O)[O-] | 114.3

Screening results from PubChem.
